GalR3 antag = human GalR3 antagonism | O60755 | HEK293 GalR3-CNG cAMP membrane potential fluorescence; galR3 body fused to GalR1 C-terminus | inhibition, % at 3 µM | 360,000 tested, 0.44% active;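 active means inhibition above the screen-wide average plus 3 SD, cut at about 13% in these data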;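 further: forskolin and galanin both at EC90 stimulate the cells; cAMP rise reported by CNG channel membrane potential dye signal; 0% = forskolin plus galanin with DMSO and 100% = forskolin alone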
MEKK2 mut-MEK5 = signal of MEK5 binding to mutant human MEKK2 PB1 domain | bead flow cytometry, Alexa488-MEK5 binding to MEKK2 mutant | percent response, % at 10 µM | 290,000 tested, 0.35% active | AID 1530; in the data active means percent response above about 24%, passing the limit was not always enough; further: inactives centre near 1; some results filed as inactive read as strong as hits
OXTR potentiate = human OXTR potentiation; CHO-OTR cells, Fluo-8 calcium fluorescence, potentiator mode; 0% = oxytocin EC15, 100% = EC100; activation, % at 3 µM; 320,000 tested, 0.061% active; AID 2445;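 active means activation above that plate's cutoff, the mean activation of tested compounds plus 3 SD, cut at about 6.6% in these data, passing the limit was not always enough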;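 further: 100% uses oxytocin at 75 nM as the full agonist control; some results filed as inactive read as strong as hits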
Target sequence (P30559 whole entry, looked up): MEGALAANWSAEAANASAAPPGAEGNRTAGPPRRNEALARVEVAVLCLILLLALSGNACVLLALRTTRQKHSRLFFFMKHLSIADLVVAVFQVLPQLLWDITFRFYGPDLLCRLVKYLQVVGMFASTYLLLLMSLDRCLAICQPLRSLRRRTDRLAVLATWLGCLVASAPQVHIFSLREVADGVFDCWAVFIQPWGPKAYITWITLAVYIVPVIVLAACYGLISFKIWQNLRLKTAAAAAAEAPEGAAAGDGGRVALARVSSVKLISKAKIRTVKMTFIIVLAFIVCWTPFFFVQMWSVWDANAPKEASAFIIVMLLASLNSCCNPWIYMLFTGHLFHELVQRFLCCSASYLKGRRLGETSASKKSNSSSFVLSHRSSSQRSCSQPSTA
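System: human OTR in CHO cells / Also added: sub-maximal oxytocin, roughly EC15 / Control set: EC15 oxytocin low, 75 nM oxytocin high / Schedule: 6 min compound pre-incubation at room temperature, 100 s kinetic read / Compound: single-point 3.0 µM / Replication: singlicate / Technique: Fluo-8 calcium dye fluorescence / Read-out basis: % activation of max/min ratio relative to oxytocin controls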
MEKK2wt PB1 HTS = raises or lowers MEK5 binding to wildtype human MEKK2 PB1 domain; bead flow cytometry, Alexa488-MEK5 binding to MEKK2 WT; actives lie on both sides; binding response (% of control), % at 10 µM; AID 1531; 290,000 tested, 1.1% active; in the data active means binding response below about 67% or above about 130%
NALP1 yeast inh = blocks the NALP1 inflammasome reconstituted in yeast; S. cerevisiae NALP1/ASC/caspase-1 growth, X-gal OD620, 72 h; inhibition, % at 10 µM; 280,000 tested, 0.61% active; AID 2071; in the data active means inhibition mostly above about 24%, no sharp cut-off; inactive means mostly below about 32%; further: some compounds called inactive have numbers as strong as hits
V1R ag counter = counter-screen for oxytocin receptor agonists: human V1a receptor agonists | CHO-V1R cells, Fluo-8 calcium fluorescence, agonist mode; 0% DMSO, 100% 3 nM vasopressin | activation, % at 3 µM | 320,000 tested, 0.25% active;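 active means activation above the mean activation of all tested compounds plus 3 SD, per screening run, cut at about 20% in these data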;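 further: signal is peak over basal fluorescence ratio across a 100 second FLIPR read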
Target sequence (P37288 whole entry, looked up): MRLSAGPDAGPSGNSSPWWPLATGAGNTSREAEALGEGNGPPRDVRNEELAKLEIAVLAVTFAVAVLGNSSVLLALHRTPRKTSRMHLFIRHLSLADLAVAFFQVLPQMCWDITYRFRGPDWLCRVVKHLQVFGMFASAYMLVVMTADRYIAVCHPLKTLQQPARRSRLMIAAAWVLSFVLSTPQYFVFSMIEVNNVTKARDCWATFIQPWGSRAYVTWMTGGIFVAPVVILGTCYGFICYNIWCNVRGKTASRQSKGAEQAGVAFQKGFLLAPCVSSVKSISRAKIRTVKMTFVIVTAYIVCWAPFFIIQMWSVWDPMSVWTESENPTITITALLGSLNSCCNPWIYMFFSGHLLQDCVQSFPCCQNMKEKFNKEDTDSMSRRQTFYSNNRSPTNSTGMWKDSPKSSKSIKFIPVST
PfM18AAP inh = blocks P. falciparum M18 aspartyl aminopeptidase. recombinant PfM18AAP, H-Glu-NHMec fluorogenic cleavage. inhibition, % at 7.35 µM. 290,000 tested, 1.2% active;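 active means inhibition above the campaign mean inhibition over all tested compounds plus 3 SD, cut at about 28% in these data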;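 further: 0% = plate median of test compound wells and 100% = 2 mM ZnCl2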
GPR7 antag = antagonists of human GPR7 (neuropeptides B/W receptor 1); P48145; GPR7-expressing cells, fluorescence antagonist assay; inhibition, % at 4.4 µM; 290,000 tested, 1.1% active; AID 1861; in the data active means inhibition above about 16%, passing the limit was not always enough;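 further: cells stimulated with the agonist NPW; 0% = agonist with vehicle and 100% = vehicle without agonist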
OXTR agonist = human OXTR agonism. P30559. CHO-OTR cells, Fluo-8 calcium fluorescence; normalized: DMSO 0%, oxytocin 100%. activation, % at 3 µM. 320,000 tested, 0.32% active. AID 2435;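 active means activation above the mean of all tested compounds plus 3 SD, cutoff set per screening run, cut at about 20% in these data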;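 further: peak over basal fluorescence ratio from a 100 s FLIPR kinetic read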
* = called active by the depositor; x = no result given.

Values in the order – GalR3 antag, MEKK2 mut-MEK5, OXTR potentiate, MEKK2wt PB1 HTS, NALP1 yeast inh, V1R ag counter, PfM18AAP inh, GPR7 antag, OXTR agonist
CC(C)(C)OC(=O)N1CCC(NC(=O)c2[nH]cnc2C(=O)Nc2ccccc2)CC1
  -2, x, 1, x, x, -0.1, x, x, -0.3
CC(=O)Nc1ccc(NC(=O)c2cc([N+](=O)[O-])cc([N+](=O)[O-])c2)cc1
  -4, 3, -2, 103, 7, 0.2, 0, -15, -0.7
Cc1noc(NS(=O)(=O)c2ccc(NC(=O)CCC3CCCCC3)cc2)c1C
  -2, 1, -3, 102, -15, 0.2, 5, -15, -0.4
CCCN(CCC)c1ncnc2nc[nH]c12
  5, 10, -5, 112, 17, -0.3, 7, -11, -1.1
Cc1ccc(S(=O)(=O)CNC(=S)c2cccc(C)c2)cc1
  -6, 5, -10, 99, -18, 1.8, 3, -1, 1.3
O=C(N=C1SC2CS(=O)(=O)CC2N1c1ccccc1)C1CCCCC1 (stereo not drawn)
  1, -9, -2, 96, 16, 1.3, -1, 1, 0.2
CCOc1ccc(/C=N/NC(=O)C(C)Sc2ccccn2)cc1OCC (stereo not drawn)
  -1, -2, -10, 96, 8, -0.1, -4, -4, -0.5
COc1ccc(/C=N/NC(=O)c2cc3c(ccc4ccccc43)o2)cc1OC
  -3, 3, x, 106, 8, x, 0, -12, x
O=C(NC1CCSc2ccccc21)c1cc([N+](=O)[O-])ccc1N1CCOCC1 (stereo not drawn)
  -2, x, -3, x, x, -0.6, x, x, -2.1
CCOC(=O)COc1nc(-c2ccc(C)cc2)cc(-c2ccco2)c1C#N
  -3, 0, 0, 102, x, 0.4, -17, -1, -0.2
N#CC[C@H](Cc1ccccc1)N1CC[C@@H](O)CCC1=O
  0, -6, 0, 98, 15, 0.5, -1, -9, 0.3
CC(C)c1nc2oc3c(N(C)CCO)ncnc3c2c2c1CCC2
  -2, -14, -6, 97, 8, -0.3, -3, -22, -0.7
CCc1ccc(C2CC(c3ccc(Cl)cc3)=NNC2=O)cc1 (stereo not drawn)
  -5, -7, -9, 90, 4, -0.6, 12, 18, -1.9
COc1ccc(N=C2NC(=O)C(CO)(CO)S2)cc1
  -6, 3, x, 100, 9, x, -1, -6, x
COc1ccc(OS(=O)(=O)c2ccc(N3C(=O)CCC3=O)cc2)cc1
  -7, -2, -13, 97, -3, 4.7, -2, 0, 5.1

Four entries from above, reformatted:
CC(=O)Nc1ccc(NC(=O)c2cc([N+](=O)[O-])cc([N+](=O)[O-])c2)cc1
  GalR3 antag: -4
  MEKK2 mut-MEK5: 3
  OXTR potentiate: -2
  MEKK2wt PB1 HTS: 103
  NALP1 yeast inh: 7
  V1R ag counter: 0.2
  PfM18AAP inh: 0
  GPR7 antag: -15
  OXTR agonist: -0.7
COc1ccc(OS(=O)(=O)c2ccc(N3C(=O)CCC3=O)cc2)cc1
  GalR3 antag: -7
  MEKK2 mut-MEK5: -2
  OXTR potentiate: -13
  MEKK2wt PB1 HTS: 97
  NALP1 yeast inh: -3
  V1R ag counter: 4.7
  PfM18AAP inh: -2
  GPR7 antag: 0
  OXTR agonist: 5.1
O=C(NC1CCSc2ccccc21)c1cc([N+](=O)[O-])ccc1N1CCOCC1 (stereo not drawn)
  GalR3 antag: -2
  MEKK2 mut-MEK5: x
  OXTR potentiate: -3
  MEKK2wt PB1 HTS: x
  NALP1 yeast inh: x
  V1R ag counter: -0.6
  PfM18AAP inh: x
  GPR7 antag: x
  OXTR agonist: -2.1
COc1ccc(/C=N/NC(=O)c2cc3c(ccc4ccccc43)o2)cc1OC
  GalR3 antag: -3
  MEKK2 mut-MEK5: 3
  OXTR potentiate: x
  MEKK2wt PB1 HTS: 106
  NALP1 yeast inh: 8
  V1R ag counter: x
  PfM18AAP inh: 0
  GPR7 antag: -12
  OXTR agonist: x

Next part.
Values in the order – GalR3 antag, MEKK2 mut-MEK5, OXTR potentiate, MEKK2wt PB1 HTS, NALP1 yeast inh, V1R ag counter, PfM18AAP inh, GPR7 antag, OXTR agonist
Clc1ccc(-c2ccn[nH]2)cc1
  -7, 4, -11, 99, -6, 0.3, 0, 2, 0.5
O=C(N/N=C/c1cccnc1)c1cc(O)c(O)c(O)c1
  -5, -2, 0, 101, -1, -0.3, 40*, -3, 0.1
O=C(O)CC(CC(=O)NCC(O)c1ccccc1)c1ccccc1 (stereo not drawn)
  -6, -4, -8, 94, 2, 0.1, -1, -9, -0.2
C=CCNc1nc(C)nc(OC)n1
  -2, 3, 4, 109, 6, 0.6, -7, -3, 1.5
Cc1nc(-c2ccc(Cl)cc2)sc1C1(C)CC(c2ccc(F)cc2)=NO1 (stereo not drawn)
  -9, -8, -1, 102, 9, 0.8, -4, -2, -0.1
Cc1cccc(N2C(=O)/C(=C/c3ccccn3)SC2=S)c1
  -4, -27, 0, 78, 21, 0.0, 14, 0, 1.6
COc1ccc(C(C)=O)cc1COC(=O)c1ccc(N)c([N+](=O)[O-])c1
  -4, -13, -30, 72, 21, 0.2, -10, 5, 0.1
Cc1nc(C(C)(C)O)n(-c2ccccc2)n1
  -5, 1, -4, 108, 3, 0.5, -2, -4, 0.3
Cc1cccc(N2C(=O)CSC2c2cccnc2)c1 (stereo not drawn)
  -1, -2, -1, 99, -10, -0.2, 2, -1, -0.1
Cc1ccc(NC(=O)CN(C)C(=O)COc2cccc3ccc(C)nc23)cc1
  2, x, -2, x, x, -0.7, x, x, 0.2
CC(C)CN1CCC(=O)N([C@H](CSc2ccc(Br)cc2)c2ccccc2)CC1
  0, 3, -1, 104, 10, -0.3, x, x, -0.9
CC1CCCC(C)N1CCNC(=O)C1CCN(S(=O)(=O)N2CCCCC2)CC1 (stereo not drawn)
  -4, x, -1, x, 10, 0.8, -7, 14, 1.4
CCCCn1cnc2c(c(-c3ccccc3)c(-c3ccccc3)n2Cc2ccco2)c1=N
  -5, 7, -13, 113, 23, 9.0, 3, 32*, 10
CCC(C)(C)n1nnnc1C(C(C)C)N1CCSCC1 (stereo not drawn)
  -1, 0, -3, 98, 18, -0.2, -4, 8, -1.8
CCC(=O)NNc1cccc(Cl)n1
  -7, x, -2, x, 14, 0.9, 2, 2, 0.5

As entered above.
GPR7 antag, CCCCn1cnc2c(c(-c3ccccc3)c(-c3ccccc3)n2Cc2ccco2)c1=N stands at 32*
MEKK2wt PB1 HTS, Cc1nc(C(C)(C)O)n(-c2ccccc2)n1 stands at 108

(listing goes on)
Values in the order – GalR3 antag, MEKK2 mut-MEK5, OXTR potentiate, MEKK2wt PB1 HTS, NALP1 yeast inh, V1R ag counter, PfM18AAP inh, GPR7 antag, OXTR agonist
CCOC(=O)C1CCN(C(=S)NC2CCCC2)CC1
  -1, -2, -6, 96, 7, 1.8, -7, 4, 1.2
CCCCNc1c(-c2ccc(-c3ccc(C(C)=O)cc3)c(OC)c2)nc2cc(C)ccn12
  -8, x, -9, x, x, 0.5, x, x, -1.8
CCn1c(-c2ccc(F)cc2)cnc1SCC(=O)N1CCc2ccccc21
  x, -1, -4, 100, 32, -1.6, 3, 3, -1.0
CCOC(=O)C1CCN(C(=O)c2cc3cc4cc(OC)ccc4nc3o2)CC1
  -5, 1, -21, 101, 51, 0.1, 1, 5, -0.8
CN(C)c1ccc(NC(=S)NC(=O)/C=C/c2ccco2)cc1
  -7, -3, 3, 95, 31, 1.9, 21, -14, 0.7
CC1Cc2nc(SCC(=O)NCC3CCCO3)n(C)c(=O)c2S1 (stereo not drawn)
  -3, 2, -5, 102, 7, 0.9, 21, -10, -0.7
Cc1nn(C)c(Cl)c1CN1CCCC(CO)(Cc2ccccc2)C1 (stereo not drawn)
  -6, 1, -5, 96, 4, -0.8, -1, -2, 0.3
O=C(CCCC(=O)Nc1ccc(Br)cc1)N/N=C/c1ccccc1
  -2, 7, -3, 107, 0, 0.9, -2, 7, 0.4
Cc1nnc(SCC(=O)NC2CCCCC2C)s1 (stereo not drawn)
  1, -9, -7, 90, 15, 0.1, -2, -6, 0.0
CN=C1S/C(=C\c2cc(C)n(-c3ccccc3F)c2C)C(=O)N1C
  -1, -1, -10, 97, 26, 1.0, 6, 0, 0.0
Cc1cc2c(nc1C)CCCN2C[C@@H](C)O/N=C1/[C@H]2CCn3c(=O)n(-c4ccccc4)c(=O)n3[C@H]2[C@H](O)[C@@H]2O[C@H]12
  x, 7, -7, 95, 15, 0.0, 2, -4, -0.9
Cc1ccc(C(=O)c2ccccc2C(=O)OCC(=O)NC(=O)NC(C)(C)C)cc1
  -4, -1, -8, 100, 8, 2.5, 5, -11, -0.8
Cc1ccc2nc(-c3ccccc3)cc(C(=O)N3CC(C)OC(C)C3)c2c1 (stereo not drawn)
  -4, x, 2, x, x, -1.1, x, x, -2.4
O=C1OCCC1Sc1nnc(-c2cccs2)n1Cc1ccccc1 (stereo not drawn)
  x, 12, -9, 104, 14, -0.3, -1, -11, 0.5
CCCn1c(N)c(N(CCOC)C(=O)c2cc3c(s2)CCC(CC)C3)c(=O)[nH]c1=O (stereo not drawn)
  -4, x, -2, x, x, -0.4, x, x, -0.1
CCOC(=O)Cn1cc(C(=O)c2ccco2)c2ccccc21
  -4, 0, -3, 104, 12, 2.5, 7, -2, -1.0
Cc1ccc(C(=O)N/C(=C/c2ccccc2F)C(=O)NCCCn2ccnc2)cc1
  -1, 3, -4, 101, -12, 0.5, -2, -1, 0.7
Cn1c(=O)c2c(nc(NCCCO)n2CCc2ccccc2)n(C)c1=O
  0, 11, -8, 108, 5, 0.1, 11, -1, -0.8
CCOc1cc(Br)cc(/C=C2\SC(=Nc3ccccc3)NC2=O)c1O
  -11, 2, -8, 102, 2, 1.8, 7, -7, 3.1
Cc1ccnc(NC(=O)c2cc(F)c(F)cc2Cl)n1
  -8, 8, -8, 102, 5, -0.7, -14, 3, -0.4
COCCNC(=O)CCc1c(C)nc2c(-c3ccc(F)cc3)c(C)nn2c1C
  7, 7, 1, 109, 36*, -0.7, 5, 0, -1.3
COc1cccc(N2CCN(C(=O)Nc3ccc4c(c3)NC(=O)CO4)CC2)c1
  -5, 0, -14, 100, 4, 1.8, -1, -15, 3.6
COC(=O)c1cc(C(=O)NC(C)(C)CC(C)(C)C)cc([N+](=O)[O-])c1
  1, -3, -13, 76, 21, -1.9, -12, -1, -3.1
COc1ccccc1Nc1ccc(NS(=O)(=O)c2ccc(C(C)=O)cc2)cc1
  -8, 1, -15, 93, 16, 16, -42, 1, 12
Cc1nc2cc(NC(=O)Nc3cccc(F)c3)ccc2n1C
  -6, -2, 5, 109, x, -0.1, -5, 9, 1.1
